# Screening results deposited in PubChem BioAssay by several laboratories.
# CHT PAM – CHT positive allosteric modulators, primary screen, cell-based, membrane potential dye, choline EC20. CHT-expressing cells; hits give high values; LV-AA mutant CHT in HEK293 cells. B-score at 10 µM. hit rate 0.49% among 310,000. High affinity choline transporter 1 (Homo sapiens), Q9GZV3. AID 488977, 2010;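 active = initial fluorescence not abnormally high and integrated response B-score, plate-corrected, over 3 SD above library mean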
# Target sequence (Q9GZV3 whole entry, looked up): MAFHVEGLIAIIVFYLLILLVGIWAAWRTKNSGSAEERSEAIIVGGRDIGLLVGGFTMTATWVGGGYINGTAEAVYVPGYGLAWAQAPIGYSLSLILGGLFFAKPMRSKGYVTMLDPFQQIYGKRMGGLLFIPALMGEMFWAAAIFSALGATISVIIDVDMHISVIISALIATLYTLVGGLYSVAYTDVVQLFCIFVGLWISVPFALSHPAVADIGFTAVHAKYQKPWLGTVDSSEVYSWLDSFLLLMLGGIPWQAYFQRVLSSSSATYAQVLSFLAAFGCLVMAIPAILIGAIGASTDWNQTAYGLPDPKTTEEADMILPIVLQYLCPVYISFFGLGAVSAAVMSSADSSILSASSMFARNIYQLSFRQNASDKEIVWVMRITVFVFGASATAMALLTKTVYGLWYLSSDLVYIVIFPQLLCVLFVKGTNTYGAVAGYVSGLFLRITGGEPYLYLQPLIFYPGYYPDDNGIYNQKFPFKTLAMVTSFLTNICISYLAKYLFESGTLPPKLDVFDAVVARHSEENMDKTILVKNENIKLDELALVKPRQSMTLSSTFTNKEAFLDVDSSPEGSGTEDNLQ
# OX1R antagonist – OX1R (HCRTR1) antagonists, primary screen, fluorescence, CHO/OX1R cells, Fluo-8 calcium, orexin A | AID 434989, 2010 | Orexin/Hypocretin receptor type 1 (Homo sapiens), O43613 | hit rate 0.43% among 330,000 | inhibition, % at 5 µM | Fluo-8 calcium fluorescence;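 active = inhibition above its plate's threshold, mean inhibition of all tested compounds on the plate plus 3 SD, cut at about 37% in these data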;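 note: 0% = orexin A challenge wells and 100% = SB-334867-A antagonist wells; not every result past the cut was called active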
# Numbers without * were called inactive; i = inactive; / = no result given.
SMILES,CHT PAM,OX1R antagonist
NC(=S)Nc1cccc(O)c1,i,-18
CCc1ccc(N(C(=O)c2snc(C(N)=O)c2N)C(C(=O)NCC2CCCO2)c2ccco2)cc1 (centres undefined),i,-28
Cn1c(SCC(=O)Nc2sccc2C(N)=O)nc2ccccc2c1=O,/,37
S=c1[nH]nc(CSc2nc3ccccc3s2)n1Cc1ccccc1,i,-9
Cc1cc(C)n(C(=O)c2cc(F)c(F)cc2C)n1,i,-7
COc1nc(OC)nc(N2CCC(C(=O)NCc3ccc(F)cc3)CC2)n1,i,-11
CCc1c(C)[nH]c2c1C(=O)C(CN1CCOCC1)CC2 (centres undefined),i,-5
N#CC1(NC(=O)COC(=O)c2ccccc2[N+](=O)[O-])CCCCC1,i,-10
COc1ccc(S(=O)(=O)CCc2nc3ccccc3s2)cc1,i,-23
O=C(c1ccccn1)N(CC1CCCO1)C1(C(=O)NC2CCCCC2)CCCCC1 (centres undefined),i,-18
COc1ccc(C(C)(C)C)cc1NC(=O)COC(=O)C(C)C,i,-8
Cc1ccc(S(=O)(=O)N2CCOCC2)cc1C(=O)O,i,-5
Cc1c(N)ccc(-n2nc3ccccc3n2)c1C,i,-19
CC(C)c1ccc(NC(=O)COc2ccc(S(=O)(=O)N3CCOCC3)cc2)cc1,i,-2
Cc1ccc(C(=O)OCc2ccc3c(c2)OCO3)cc1S(=O)(=O)N1CCCCC1,i,-10
COc1cccc(OCCCN2CCCCC2)c1,i,1
O=C(O)CC1(CC(=O)Nc2ccc3sccc3c2)CCCCC1,i,-11
O=C(c1ccc(S(=O)(=O)N2CCOCC2)cc1)N1CCCc2ccccc21,i,-3
Cc1onc(-c2c(Cl)cccc2Cl)c1C(=O)N1CCOCC1,i,-1
CC(C)COc1cccc(C(=O)N(CC(=O)Nc2ccccc2C(F)(F)F)Cc2ccco2)c1,/,16
c1ccc(Oc2ncnc3oc(-c4ccccc4)cc23)cc1,i,-12
O=C(COC(=O)[C@@H]1CCCN1S(=O)(=O)c1ccccc1F)c1ccccc1,i,-9
NC(=O)CC(NC(=O)c1ccc(Br)cc1)c1ccc(NCCc2ccc(F)cc2)c([N+](=O)[O-])c1 (centres undefined),i,-11
COC(=O)c1ccc(CSc2nnc(CNC(=O)COc3ccc(Cl)cc3)o2)o1,i,-6
Cc1nc2c(C)cccn2c(=O)c1NC(=O)c1ccc2c(c1)OCO2,i,-11

# Profiles, looked up by structure.
# `Cc1cc(C)n(C(=O)c2cc(F)c(F)cc2C)n1` in the list: CHT PAM: i; OX1R antagonist: -7
# `CC(C)COc1cccc(C(=O)N(CC(=O)Nc2ccccc2C(F)(F)F)Cc2ccco2)c1` in the list: CHT PAM: /; OX1R antagonist: 16

# (next part)
SMILES,CHT PAM,OX1R antagonist
CCOc1cc(N2CCOCC2)c(OCC)cc1NC(=O)COc1cccc(CC)c1,/,-28
CSc1ccc(CN(C)CC(=O)Nc2ccccc2C(=O)NC2CC2)cc1,/,-8
COC(=O)COc1ccc(S(=O)(=O)NCC2CCCO2)cc1Cl (centres undefined),i,-4
COc1cc(N)c(Br)cc1C(=O)O,i,-23
CCOc1ccc(CCNC(=O)c2ccc(S(=O)(=O)N3CCCC3)cc2)cc1OCC,i,-40
O=C(COC(=O)/C=C/c1ccco1)NC1CCCCC1,/,-8
CC1CCN(C(=O)CSc2nnc(Cn3c(=O)sc4ccccc43)n2C)CC1,i,-18
O=C(COc1cc2oc(=O)c3c(c2cc1Cl)CCC3)NCC1CCC(C(=O)O)CC1 (centres undefined),i,-3
CC1(C(=O)Oc2ccccc2)Cc2ccccc2C(=O)O1 (centres undefined),i,-14
CCN(CC)Cc1nc2c(c(=O)[nH]1)C1(CCCC1)Cc1ccccc1-2,i,-11
CC1CN(C(=S)NC(=O)c2cccc([N+](=O)[O-])c2)CC(C)O1 (centres undefined),i,-9
CC(=O)Oc1ccc(-c2cccc(C(=O)Oc3ccccc3)c2)cc1,i,-8
c1ccc(COc2ccc3nocc3c2)cc1,i,-4
Cc1ccc2c(c1)c(C)c(C)n2CC(O)CN1CCOCC1 (centres undefined),i,-45
COCCN(Cc1cc2c(C)cc(C)cc2nc1Cl)C(=O)c1ccccc1F,i,-15
CCOc1ccccc1C(=O)Nc1ccc(NC(=O)c2ccccc2)cc1,i,-1
COc1ccc(/C=C/CN2CCN(CCc3ccccc3)C(CCO)C2)cc1 (centres undefined),i,-24
CCCCCNC(=O)c1ccc2c(c1)ncn2-c1ccc(OC)cc1,i,-4
S=c1[nH]nc(Cc2ccccc2)n1Cc1ccco1,i,-7
Fc1cnc(Cl)nc1N1CCN(c2ccccc2)CC1,i,-21
CN(C)S(=O)(=O)c1cc(NC(=O)c2cc(=O)c3ccccc3o2)ccc1Cl,i,-23
O=C(CSc1nnc2ccccn12)NNC(=O)c1ccccc1,i,-10
O=C(COc1ccc(Br)cc1)Nc1ccc([N+](=O)[O-])cn1,i,-12
COc1ccc(OC)c2nc(-c3cccnc3)ccc12,i,-15
COc1cccc2[nH]c3c(=O)n(CCN(C)C)cnc3c12,i,-12

# Laid out differently: 4 of the compounds above.
c1ccc(COc2ccc3nocc3c2)cc1
- CHT PAM = i
- OX1R antagonist = -4
S=c1[nH]nc(Cc2ccccc2)n1Cc1ccco1
- CHT PAM = i
- OX1R antagonist = -7
COc1ccc(C(C)(C)C)cc1NC(=O)COC(=O)C(C)C
- CHT PAM = i
- OX1R antagonist = -8
COc1cccc(OCCCN2CCCCC2)c1
- CHT PAM = i
- OX1R antagonist = 1

# (further entries)
SMILES,CHT PAM,OX1R antagonist
CC1CC(C)CN(C(=S)NC2CCCCC2)C1 (centres undefined),i,-23
S=c1[nH]nc(C2CCCCC2)n1/N=C/c1cccc(Cl)c1Cl,i,/
COc1cccc(C(=O)Nc2ccc3c(c2)C(=O)NC3=O)c1,i,-15
CCOc1cc(S(=O)(=O)NCc2ccc3c(c2)OCO3)c(C)cc1C,i,1
Cc1cccc(Nc2nc(N)c([N+](=O)[O-])c(NCc3ccccc3)n2)c1,i,-41
O=C(N/N=C/c1ccncc1)c1cc(Br)ccc1OCc1ccccc1,i,-17
CCOc1cc(CNc2ccc3[nH]c(=O)[nH]c3c2)ccc1OCC(=O)NC(C)(C)C,i,-8
COc1cc(C(=O)C(=O)c2cc(OC)c(O)c(OC)c2)cc(OC)c1O,i,-12
CNC(=O)C1CC(=O)N(c2ccc(C)cc2)C1 (centres undefined),i,-4
CSc1ccccc1OCc1cc(C(=O)N2CCN(c3ccccc3)CC2C)no1 (centres undefined),i,5
N#Cc1ccc(/C=C/C(=O)c2ccc3c(c2)OCO3)cc1,i,-22
CC(=O)Nc1cccc(-n2nnc(SCC(=O)N(C)c3ccccc3)n2)c1,i,-19
O=C(Cc1ccccc1F)Nc1cc(S(=O)(=O)N2CCOCC2)ccc1N1CCOCC1,/,-22
O=C(CCS(=O)(=O)c1ccc(Cl)cc1)NCCC1=CCCCC1,i,-1
Cc1ccc(N(CC(=O)NC2CCCCC2C)S(=O)(=O)c2c(C)noc2C)cc1 (centres undefined),i,-15
O=C(NN=C1CCN(Cc2ccccc2)CC1)c1ccccc1,i,-21
O=C(CSc1ccc(-c2ccncc2)nn1)N1CCCCC1,i,-16
Cc1ccc2c(CN3C(=O)NC4(CCCCC4)C3=O)cc(=O)oc2c1C,i,-15
CCCc1nnc(NC(=O)c2c(O)c3cccc4c3n(c2=O)CCC4)s1,i,-35
COCCCn1c(-c2cccs2)nc2nc3ccccc3nc21,i,-20
Cc1ccc(-c2nnc(N3CCN(C(=O)CN4C(=O)c5ccccc5C4=O)CC3)c3ccccc23)cc1,i,-20
COc1cc(OC)cc(C(=O)Nc2nc(CC(=O)NCCc3ccccc3)cs2)c1,i,-19
O=C(CSc1nc(-c2ccco2)cc(C(F)(F)F)n1)NC1CCCCCCC1,i,-36
Cc1cc(C)nc(NC(=O)c2cccc(Cl)c2)n1,i,-15
COc1ccc(N(CC(=O)Nc2ccccc2OC)S(=O)(=O)c2ccccc2)cc1Cl,i,-4

# 5 of the entries above in order of the OX1R antagonist value, largest number first.
SMILES	OX1R antagonist
CSc1ccccc1OCc1cc(C(=O)N2CCN(c3ccccc3)CC2C)no1 (centres undefined)	5
O=C(CCS(=O)(=O)c1ccc(Cl)cc1)NCCC1=CCCCC1	-1
Cc1cc(C)nc(NC(=O)c2cccc(Cl)c2)n1	-15
COc1cc(OC)cc(C(=O)Nc2nc(CC(=O)NCCc3ccccc3)cs2)c1	-19
COCCCn1c(-c2cccs2)nc2nc3ccccc3nc21	-20

# Further results
SMILES,CHT PAM,OX1R antagonist
O=C1CCCCC1S(=O)(=O)c1ccccc1 (centres undefined),i,3
CC(=O)c1ccc(N2CCN(C(=O)Nc3ccc(F)cc3)CC2)cc1,i,-7
CSc1ccccc1OCc1cc(C(=O)N(C)Cc2nonc2C)no1,i,-5
Cn1cc(CN2CCCC(C(=O)Nc3cccc(-c4cc5ccccc5[nH]4)c3)C2)cn1 (centres undefined),i,-8
COc1ccc(CNC(=O)CN2CCN(S(=O)(=O)c3c(C)c(C)cc(C)c3C)CC2)cc1OC,/,-15
CCc1ccc(C(=O)NC(=S)Nc2ccc3c(c2)OCCO3)cc1,i,-20
CN(Cc1cc(=O)n2ccsc2n1)C1CCCCC1,i,-16
Cc1csc(=O)n1CCC(=O)OCC(=O)NCc1ccc(F)cc1,i,9
O=C(NNC(=O)C1CCC1)c1ccccc1F,i,-10
CC(=O)c1ccc(OCc2cc(C(=O)N3CCC(Oc4ccccc4C)CC3)no2)cc1,i,9
Cc1cc(C)n2nc(SCC(=O)c3cccs3)nc2n1,i,-17
NNC(=O)c1cc(Cl)ccc1Cl,i,-3
O=C(NCc1cccnc1)C(=O)Nc1nc(-c2ccccc2)cs1,i,-18
CC(C)(C)OC(=O)N[C@@H](Cc1ccccc1)C(=O)N1CCC(C(=O)N[C@@H](Cc2c[nH]c3ccccc23)C(=O)O)CC1,i,-4
CC(C)N(CCn1c(SCC(=O)Nc2cccnc2Cl)nc2ccccc2c1=O)C(C)C,/,-10
O=C(NCc1ccncc1)C(=O)NCC1OCCCN1S(=O)(=O)c1ccccc1 (centres undefined),i,4
COc1ccc(OC)c(NC(=O)CCN2CCCCC2)c1,i,-16
CCc1c(C2(O)CCCCC2)[nH]c2ccc(C(F)(F)F)cc12,i,35
O=C(Nc1ccc(Cl)cn1)Nc1ccccc1Cl,i,-6
Cc1cc2ncn(C(=O)c3c(-c4ccccc4)noc3C)c2cc1C,i,-21
CC(=Nc1ccccc1)Nc1ccccc1,i,3
Cc1cc(CN(C)C(=O)c2ccc(OC3CCN(S(=O)(=O)N(C)C)CC3)cc2)n[nH]1,i,-10
CCc1cccc(C)c1NC(=O)CN1CCN(S(=O)(=O)c2ccc(C(C)(C)C)cc2)CC1,i,-16
CS(=O)c1ccccc1COC(=O)Nc1ccccc1 (centres undefined),i,-17
COc1ccc(Cc2c(O)nc(SCC(=O)N3CCOCC3)[nH]c2=O)cc1,i,-2
O=C(COC(=O)CCNS(=O)(=O)c1ccccc1)NC(=O)Cc1ccccc1,/,-7
CN(C)c1cccc(C(=O)NCc2ccccc2Cl)c1,i,-39
Cc1ccc(NC2=C(Cl)C(=O)c3ccccc3C2=O)cc1,i,28
COc1ccc(Cl)cc1NC(=O)CN1CCN(S(=O)(=O)N2CCC(C)CC2)CC1,i,-29

# Sorted by number of heavy atoms (rising): part of the list above.
SMILES,CHT PAM,OX1R antagonist
Cc1ccc2c(c1)c(C)c(C)n2CC(O)CN1CCOCC1 (centres undefined),i,-45
O=C(CSc1nnc2ccccn12)NNC(=O)c1ccccc1,i,-10
CC(=O)c1ccc(OCc2cc(C(=O)N3CCC(Oc4ccccc4C)CC3)no2)cc1,i,9
